Compound activity (PubChem)
TGFb SMAD3 inh – qHTS for Inhibitors of TGF-b. HepG2 CAGA-GFP TGF-b/SMAD3 reporter, GFP fluorescence, 18 h; TGF-beta stimulated, 500 pg/mL final. Potency, µM (titrated, usually from 46.1 µM), for inactives: at the highest dose activity, negative = inhibition, actives largely listed as inhibitors. 1.2% of 410,000 active. AID 588855, 2011; further: potency means the concentration at half of the fitted maximal effect; on the % scale 0 is the no-effect control and ±100 the full control effect; nearly all actives have a fitted effect of over 65% in size
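HEPG2 CAGA-GFP cells (1000/well, DMEM with 1% FBS) were pre-incubated 2 h at 37 degrees C, given compound by pin tool, then stimulated with TGF-beta at 500 pg/mL final for 18 h before per-cell GFP fluorescence imaging.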
Nrf2 ARE act – qHTS of Nrf2 Activators. Potency, µM (titrated, usually from 46.1 µM), for inactives: top-dose activation, actives largely listed as activators. AID 624171, 2012. 0.31% of 410,000 active. AREc32 ARE-luciferase reporter (MCF7-derived line), luminescence, 24 h; further: potency means the concentration at half of the fitted maximal effect; % of control where 0% means no effect; nearly all actives have a fitted effect of over 65% in size
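AREc32 cells carrying an ARE-driven firefly luciferase reporter were seeded at 1000 cells/well in OPTI-MEM with 5% FBS, then exposed to compound for 24 hr at 37 deg C. Luminescence was read with Steady-Glo after 30 min at RT.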
CCT modulator – High-Throughput Screening for Modulators of Cytosolic Chaperonin Activity | activity change, % (test concentration not listed), hits read low | purified chaperonin ATPase assay, HTRF ADP detection, 30 min | 0.3% of 360,000 active | AID 651819, 2012; in the data active means activity change below about -30%; further: on the % scale 0 is the no-effect control and ±100 the full control effect
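Nucleotide hydrolysis assay: TRiC at 20–40 nM final (set by batch activity) with 10 uM ATP, 30 min at 37 °C, in presence of 76 uM compound. Detection by competitive ADP HTRF, 30 min ambient.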
MmCpn inh – Inhibitors of TCP-1 ring complex (TRiC) of Methanococcus maripaludis (MmCpn): qHTS. purified Mm-Cpn ATPase, ADP Transcreener TR-FRET. AID 504842, 2011. Potency, µM (titrated, usually from 76.9 µM), without a hit: at the highest dose activity, negative = inhibition, most hits filed as inhibitors. Chaperonin Mm-Cpn (Methanococcus maripaludis). 0.031% of 330,000 active; further: potency means the concentration at half of the fitted maximal effect; on the % scale 0 is the no-effect control and ±100 the full control effect; nearly all actives have a fitted effect of over 80% in size
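TR-FRET (320 nm excitation; 590 and 665 nm emission) reports ADP made from 10 uM ATP by 25 nM enzyme; compounds were preincubated 10 min, reaction run 30 min, both at 37°C.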
S2 tox – Viability Counterscreen for Primary qHTS for Inhibitors of ATXN expression | S2 cells (HEK-293 line with an ATXN2-luciferase reporter) viability, CellTiter-Fluor protease fluorescence, 24 h | Potency, µM (highest dose often 56.7 µM), usual class: cytotoxic | 0.49% of 400,000 active; further: potency means the concentration at half of the fitted maximal effect; nearly all actives have a fitted effect of over 40% in size
Nrf2 block – Nrf2 qHTS screen for inhibitors; A549 ARE-Fluc reporter, luciferase luminescence, 18-24 h; Potency, µM (series often up to 46 µM), inactives show at the top dose activity change, negative = inhibition, hits mostly inhibitors; 2.1% of 360,000 active; further: potency means the concentration at half of the fitted maximal effect; on the % scale 0 is the no-effect control and ±100 the full control effect; nearly all actives have a fitted effect of over 60% in size
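Nrf2 activity is the BugLite luminescence, read 15 min after reagent at room temperature, following CellTiter-Fluor cytotoxicity readout (30 min, 37C). Compound titrations were applied for 18-24 h to 5000 A549 ARE_Fluc cells/well in 5% FBS OPTI-MEM.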
A549 tox – Nrf2 qHTS screen for inhibitors: counterscreen for cytotoxicity; A549 ARE-Fluc cells, CellTiter-Fluor viability, 18-24 h; 0.16% of 390,000 active; AID 504648, 2011; Potency, µM (titrated, usually from 46 µM), inactives show at the highest dose activity change, negative = cytotoxicity, usual class: inhibitors; further: potency means the concentration at half of the fitted maximal effect; on the % scale 0 is the no-effect control and ±100 the full control effect
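Cytotoxicity counterscreen: CellTiter-Fluor fluorescence was measured in A549 ARE_Fluc cells after 18-24 h of compound exposure in a concentration series. The subsequent BugLite luminescent read reports ARE-luciferase activity.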
HepG2 tox – qHTS for Inhibitors of TGF-b: Cytotox Counterscreen | 0.76% of 410,000 active | Potency, µM (top dose mostly 46.1 µM), for the others: top-dose activity change, negative = cytotoxicity, most hits filed as cytotoxic | AID 588856, 2011 | HepG2 CAGA-GFP viability, ATP luminescence, 18 h; further: potency means the concentration at half of the fitted maximal effect; some results filed as inactive show a strong effect at the top dose
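HepG2 CAGA-GFP cells (1000/well, DMEM with 1% FBS) received compound, then TGF-beta at 500 pg/mL final, and were incubated 18 hours at 37 degrees C. Viability was read by CellTiter-Glo luminescence. Media-only wells were set as complete cell-killing and DMSO as no toxicity.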
pAkt inh – HTS Assay for Inhibitors of Akt Phophorylation: Primary Screen; Neuro2A IGF-stimulated pAkt S473 HTRF, 20 min; hits give low values; activity change, % for hits at 50 µM; 0.32% of 360,000 active; AID 651550, 2012; in the data active means activity change below about -80%; inconclusive means mostly about -51% to -80%; further: on the % scale 0 is the no-effect control and ±100 the full control effect
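Neuro2A cells in DMEM with 0.5% FBS, overnight at 37 deg C, given compound at single 50 µM final, then IGF (6 nM final) for 20 min at 37 deg C. Lysed; phospho-Akt Ser473 by HTRF after 24 h, 665/615 ratio.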
* marks the source's active call; other numbers are inactive results; i = inactive; ? = inconclusive; . = no result given; [ ] = another dose, or the depositor's remark. Unless noted, the call rests on the fitted dose curve; in most records, active means well fitted curve in the direction sought with a large enough effect; inconclusive means small, poorly fitted or top-dose-only effect, or another doubt; inactive means no such curve, though single readings can be large; an effect the other way counts as inactive or inconclusive.

SMILES	TGFb SMAD3 inh	Nrf2 ARE act	CCT modulator	MmCpn inh	S2 tox	Nrf2 block	A549 tox	HepG2 tox	pAkt inh
Cc1ccc(-c2cc(C(=O)O)c3sc(N4CCCCC4)nc3n2)cc1	13%	0.2%	0.9	-4%	i	-13%	8%	-3%	i
Cc1ccc(S(=O)(=O)Cn2nnnc2C(c2ccccc2)N2CCN(c3ccccc3)CC2)cc1 (centres undefined)	1%	-0.5%	-0.6	-1%	i	-15%	-10%	2%	i
O=C(c1ccc(Cl)cc1)N1CCN(S(=O)(=O)/C=C/c2ccccc2)CC1	?	5.2%	-0.9	1%	i	?	-1%	-2%	i
COc1ccccc1C(=O)N/N=C(\C)c1cccnc1	0%	3.9%	2.4	.	i	-14%	-2%	-29%	i
COc1ccc(CCNC(=O)COC(=O)c2ccccn2)cc1	16%	0.6%	-1.1	-29%	?	11%	-2%	14%	i
NC(=O)Cc1ccc2c(c1)[nH]c1ccccc12	11%	-0.1%	1.2	-15%	i	-18%	5%	-1%	i
CS/C(=N\N(C)C(N)=O)c1ccccc1	-7%	-0.8%	-2.0	1%	i	15%	-4%	-7%	i
CC1(NC(=O)CC(c2ccccc2)(c2ccccc2)c2ccccc2)CCN(Cc2ccc(-c3ccccc3)cc2)C1=O (centres undefined)	-20%	-0.9%	-0.2	1%	i	?	-19%	-14%	i
COC(=O)c1ccc(S(=O)(=O)N2CCc3ccccc3C2)cc1	?	-0.8%	2.7	1%	?	4%	1%	-25%	i
COc1ccc(N2CCN(CCNC(=O)Nc3ccc(C)cc3Cl)CC2)cc1	-1%	-0.4%	-12	-1%	i	0%	-3%	2%	i
CCOC(=O)C1(Cc2ccccc2)CCCN(Cc2ccc(OCCO)cc2)C1 (centres undefined)	-18%	-1.2%	1.5	0%	i	-7%	3%	-33%	i
O=C(O)C1CC(c2ccc(F)cc2)=NO1 (centres undefined)	-16%	-0.7%	-11	1%	i	4%	2%	2%	i
CC(=O)c1cccc(NC(=O)NC(C)C2CCCO2)c1 (centres undefined)	0%	-0.2%	-3.8	-1%	i	1%	8%	-22%	i
CN(C)/C=C/C(=O)c1cnc2n(c1=O)CCS2	-1%	-0.1%[9.22 µM]	-0.7	0%	i	-8%	-9%	-8%	i
CCOc1ccc(N2C(=O)CN(C)C2=S)cc1	0%	-0.6%	-1.4	0%	i	7%	-3%	1%	i
O=C(COc1ccccc1F)N1CCCc2ccccc21	0%	2.3%	1.6	0%	i	2%	0%	-1%	i
Cc1ccc2c(c1)C(=O)OC1(O)C3C4C=CC(C4)C3C(=O)N21 (centres undefined)	0%	-0.1%	0.3	-1%	i	15%	-2%	-5%	i
CCOc1ccc2c(c1)c(=O)c(C(=O)c1ccc(CC)cc1)cn2CC(=O)Nc1ccc2c(c1)OCCO2	2%	0.2%	.	.	i	3%	5%	6%	.
COc1cccc(CN(C)C(=O)c2ccc(C)c(S(=O)(=O)N3CCCCC3)c2)c1	-16%	0.6%	-1.0	-2%	i	7%	-12%	-12%	i
O=C(/C=C/c1cccc(Br)c1)Nc1nn[nH]n1	9%	0.2%	0.0	2%	i	-9%	13%	4%	i
CC(=O)N1CCc2cc(S(=O)(=O)CCC(=O)N3CCN(c4ccccc4)CC3)ccc21	-24%	-0.4%	-1.0	-1%	i	-14%	0%	-8%	i
CCc1nnc(NC(=O)c2c(-c3ccccc3)noc2C)s1	0%	-0.5%	-0.1	-7%	i	15%	6%	-7%	i
Cc1ccc(NC(=S)N2CCN(CCN3C(=O)c4cccc5cccc(c45)C3=O)CC2)cc1	?	6.7%	-1.5	-3%	i	4%	-2%	-52%	i
CCCCN(CCCNC(=O)c1ccc(Sc2ccc(Cl)cc2)c(NC(C)=O)c1)c1ccccc1	?	3.1%	.	.	.	.	-18%	-31%	.
CC(C)NC(=O)CCCN1C(=O)c2ccccc2Sc2ncccc21	2%	-0.4%	-1.6	1%	i	-5%	-3%	3%	i

Some of these compounds in order of SMILES length, low to high.
SMILES	TGFb SMAD3 inh	Nrf2 ARE act	CCT modulator	MmCpn inh	S2 tox	Nrf2 block	A549 tox	HepG2 tox	pAkt inh
COc1ccc(CCNC(=O)COC(=O)c2ccccn2)cc1	16%	0.6%	-1.1	-29%	?	11%	-2%	14%	i
CC(C)NC(=O)CCCN1C(=O)c2ccccc2Sc2ncccc21	2%	-0.4%	-1.6	1%	i	-5%	-3%	3%	i
COc1cccc(CN(C)C(=O)c2ccc(C)c(S(=O)(=O)N3CCCCC3)c2)c1	-16%	0.6%	-1.0	-2%	i	7%	-12%	-12%	i
CCOc1ccc2c(c1)c(=O)c(C(=O)c1ccc(CC)cc1)cn2CC(=O)Nc1ccc2c(c1)OCCO2	2%	0.2%	.	.	i	3%	5%	6%	.

Additional compounds:
SMILES	TGFb SMAD3 inh	Nrf2 ARE act	CCT modulator	MmCpn inh	S2 tox	Nrf2 block	A549 tox	HepG2 tox	pAkt inh
COc1cccc(CN2CCC2(C)C(=O)Nc2ccc(C)c(O)c2)c1F (centres undefined)	8%	3.6%	1.1	.	?	.	.	-37%	i
O=C(NC1CCCC1)C1CCCN1C(=O)Nc1ccccc1Cl (centres undefined)	-5%	0.3%	-2.8	-2%	i	3%	3%	-55%	i
O=C(O)c1nn(CCOc2ccccc2F)c(=O)c2ccccc12	1%	4.3%	-3.7	0%	i	-10%	-1%	-11%	i
CCOc1ccc(C(=O)NCc2nc3cccnc3n2Cc2cccc(OC)c2)cc1	-5%	-0.7%	.	.	.	.	-2%	-33%	.
NS(=O)(=O)c1ccc2nc(NC(=O)C3=COCCO3)sc2c1	3%	-0.3%	0.2	-2%	i	-14%	0%	-21%	i
O=C1CCC/C=C\C[C@@H](CC(=O)N(CCO)Cc2ccccc2)C(=O)N2CCC[C@H]2CO1	?	-0.1%	-3.3	0%	i	-6%	7%	-24%	i
O=C(Cn1c(=O)cnc2ccccc21)N1CCCc2ccccc21	0%	-0.2%	-4.6	2%	i	10%	-1%	-11%	i
CC(C)c1nnc(NC(=O)CCS(=O)(=O)c2nc(-c3cccs3)cc(C(F)(F)F)n2)s1	14µM*	-2.5%	0.1	-14%	?	23µM*	?	-95%	i
CC(=O)N1CCCc2cc(S(=O)(=O)Nc3ccc4c(c3)OCO4)ccc21	5%	3.3%	-1.3	-6%	i	-10%	2%	-20%	i
CCOc1ccc(Cl)cc1S(=O)(=O)N1CCC(C(=O)NCc2ccncc2)CC1	15%	-0.2%	1.3	1%	i	16%	1%	-19%	i
Cc1ccc(Cl)cc1NC(=O)C(C)n1nc(-c2ccccc2)ccc1=O (centres undefined)	-20%	4.8%	.	.	i	14%	3%	-19%	.
Oc1ccccc1N=Cc1c(O)ccc2ccccc12	?	-2.5%	0.5	-7%	?	-4%	-6%	-59%	i
O=C(O)C1CCCCC1C(=O)NC(c1ccccc1)c1ccccc1 (centres undefined)	1%	0.2%	0.4	-1%	?	-3%	-11%	2%	i
Cc1ccc(Cl)cc1NC(C#N)c1ccccc1 (centres undefined)	18%	2.8%	-0.5	0%	i	3%	1%	17%	i
COc1cc(Cl)c(C)cc1NC(=O)COC(=O)C1=COCCO1	-13%	0.4%	-8.1	1%	?	-4%	-1%	1%	i
COc1cccc(C(=S)N2CCCC2)c1OC	0%	-0.8%	1.9	0%	i	3%	-3%	14%	i
Cc1cccc2cc3c(nc12)SC(=NCC1CCCO1)N(Cc1ccco1)C3 (centres undefined)	?	10%	-0.5	?	i	4%	-6%	-83%	i
Cc1cccc(C(=O)N2CCCCC2CCN2CCCCC2)c1 (centres undefined)	-14%	-0.9%	.	.	.	3%	-11%	2%	.
COCCN1C(=O)c2ccccc2C1c1nnnn1-c1ccc2c(c1)OCCO2 (centres undefined)	.	0.2%	-2.2	.	i	.	.	.	i
O=C(NCc1ccco1)Nc1ccc(Br)cc1	1%	6.3%	0.4	0%	i	-16%	-19%	-15%	i
COc1ccc(NC(=O)c2cccc(F)c2)cc1Cl	-16%	4.2%	1.4	0%	i	?	1%	-4%	i
Cn1c(=O)c2ncn(CC(=O)N/N=C/c3ccco3)c2n(C)c1=O	7%	4.9%	-4.5	0%	i	?	1%	18%	i
Cc1cc(NCc2ccc(F)cc2Cl)n2nnnc2n1	4%	0.4%	-4.4	-2%	i	.	6%	-1%	i
COc1ccc(CNC(=O)C(=O)NCC(c2ccco2)S(=O)(=O)c2cccs2)cc1 (centres undefined)	4%	0.3%	.	.	.	.	-1%	5%	.
CCCn1c(=O)c2ccccc2n2c(SCCOc3ccccc3)nnc12	-14%	-0.3%	3.5	1%	i	?	-9%	3%	i
O=C(CN1CCCCCC1)Nc1cccc([N+](=O)[O-])c1	-17%	6.6%	-1.8	-2%	i	?	?	-48%	i
COc1ccc(S(=O)(=O)n2nc(C)cc2C)c(C)c1C	-25%	-0.6%	-0.8	0%	i	-10%	-3%	-13%	i
c1ccc2c(c1)c1ccccc1n1c(-c3ccc4c(c3)OCO4)nnc21	-2%	0.1%	1.1	-3%	i	-11%	1%	1%	i
O=C(NCc1ccc2c(c1)OCO2)c1cccc(Cl)c1	-6%	2.9%	2.1	2%	i	.	21%	-5%	i
O=C1CSc2ccc(C(=O)NCCC3=CCCCC3)cc2N1	5%	2.3%	-4.4	1%	i	3%	-6%	-4%	?
